Screening data from PubChem BioAssay.
D1 antagonist: antagonists of human D1 dopamine receptor; P21728; HEK293 TREx D1 cells, calcium flux, dopamine EC80; hits give low values; activity change, negative = inhibition, % at 10 µM; 360,000 compounds, 3.2% hits; in the data active = activity change below about -30%; also: % is scaled to controls: 0 for no effect and ±100 for the full control effect
Target sequence (P21728 whole entry, looked up): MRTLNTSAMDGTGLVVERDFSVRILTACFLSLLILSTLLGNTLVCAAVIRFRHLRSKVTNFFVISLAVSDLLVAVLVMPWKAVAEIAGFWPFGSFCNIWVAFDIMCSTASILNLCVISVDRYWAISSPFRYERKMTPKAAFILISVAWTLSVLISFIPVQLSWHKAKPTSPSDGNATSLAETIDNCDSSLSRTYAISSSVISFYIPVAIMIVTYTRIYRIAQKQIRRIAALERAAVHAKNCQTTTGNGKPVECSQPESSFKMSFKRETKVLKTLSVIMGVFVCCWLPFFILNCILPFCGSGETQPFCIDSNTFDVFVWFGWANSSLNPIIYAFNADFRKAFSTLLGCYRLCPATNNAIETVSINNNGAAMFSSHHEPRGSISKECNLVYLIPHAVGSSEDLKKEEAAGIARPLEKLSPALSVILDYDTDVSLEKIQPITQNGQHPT
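Using tetracycline-induced force-coupled D1 Hek293 cells and a calcium dye, signals were followed for 180 s after compound, then for 180 s after EC80 dopamine, to detect inhibitors.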
LDHA block: inhibitors of human lactate dehydrogenase A. purified LDHA, NADH/diaphorase-resazurin fluorescence; hits give low values. activity change, % (values are at about 110 or 230 µM). 480,000 compounds, 0.15% hits. AID 1347041; in the data active = activity change below about -30%; inconclusive = mostly about -25% to -30%;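 also: plate controls were DMSO wells for no effect and wells without enzyme for full effect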
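Human LDH5 (2 nM) was incubated with 0.06 mM NADH and 0.2 mM pyruvate for 5 min at room temperature in Tris pH 7.4. Remaining NADH was coupled through diaphorase/resazurin, and resorufin fluorescence was read at 0 and 20 min.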
D1 agonist: agonists of human D1 dopamine receptor; P21728; AID 504660; HEK293 T-REx D1 cells, calcium flux, agonist mode; 360,000 compounds, 1% hits; activation, % at 2 µM; in the data active = activation above about 30%; also: 0% is about no effect
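Inducible HEK293 T-REx D1 cells, force-coupled to calcium signalling, were plated at 4000 cells/well with tetracycline and held overnight at 30 C. After no-wash calcium dye loading, compound-evoked calcium rise over 180 s flagged agonists.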
Vif-APOBEC3F blk: inhibitors of Vif-A3F interaction; HeLa A3F-eYFP + Vif (tagged APOBEC3F with the HIV-1 protein that degrades it), YFP fluorescence increase; Potency, µM (titrated, usually from 46.1 µM), without a hit: at the highest dose activity, negative = active; 390,000 compounds, 0.2% hits; also: potency is read from the fitted curve at half-maximal effect; % of control where 0% means no effect; nearly all actives have a fitted effect of over 65% in size
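Fluorescence increase (Ex 488/Em 500-530) after overnight compound treatment at 37 deg C flags inhibition of Vif-driven A3F-eYFP loss in stable HeLa A3F-eYFP/Vif cells seeded overnight beforehand.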
D2 potentiator: positive allosteric modulators of human D2 dopamine receptor; P14416; HEK293 T-REx D2, calcium flux, EC20 dopamine potentiation; potentiation, % at 10 µM; 340,000 compounds, 0.34% hits;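 active = potentiation over 3 SD above the plate norm, cut at about 30% in these data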; also: 0% is about no effect
Target sequence (P14416 whole entry, looked up): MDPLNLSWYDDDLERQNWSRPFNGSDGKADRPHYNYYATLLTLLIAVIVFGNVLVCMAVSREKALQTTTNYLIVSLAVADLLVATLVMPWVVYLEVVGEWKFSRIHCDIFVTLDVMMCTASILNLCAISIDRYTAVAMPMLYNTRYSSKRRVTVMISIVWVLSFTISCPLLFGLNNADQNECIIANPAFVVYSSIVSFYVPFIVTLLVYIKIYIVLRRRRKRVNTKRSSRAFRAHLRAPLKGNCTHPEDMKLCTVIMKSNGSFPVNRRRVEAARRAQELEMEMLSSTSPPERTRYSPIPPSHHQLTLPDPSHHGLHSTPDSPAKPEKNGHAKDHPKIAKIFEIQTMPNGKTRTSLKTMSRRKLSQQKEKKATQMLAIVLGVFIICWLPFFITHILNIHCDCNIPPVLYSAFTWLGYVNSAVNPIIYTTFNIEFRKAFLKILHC
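Tetracycline-induced HEK293 T-REx cells force-coupled to calcium signalling expressed D2; compounds were pin-added after a 10 s baseline, read kinetically 180 s, then an EC20 dopamine challenge followed with a further 180 s calcium read.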
Vif-A3G inh: blocks the Vif interaction with human APOBEC3G | Q9HC16 | HeLa A3G-eYFP + Vif (tagged APOBEC3G with the HIV-1 protein that degrades it), YFP fluorescence, overnight | Potency, µM (doses to about 46.1 µM), for the others: top-dose activity, negative = active, actives largely listed as inhibitors | 410,000 compounds, 0.076% hits;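 also: potency is read from the fitted curve at half-maximal effect; % is scaled to controls: 0 for no effect and ±100 for the full control effect; nearly all actives have a fitted effect of over 60% in size; hits raise eYFP signal because A3G escapes Vif-driven loss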
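HeLa cells stably expressing Vif and C-terminally eYFP-tagged A3G, seeded overnight at 37 deg C, then exposed to compound by pintool overnight at 37 deg C. Rise in yellow fluorescence (Ex 488/Em 500-530, Acumen) marks blocked Vif-driven A3G degradation.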
RXFP1 ag: activates the human relaxin receptor RXFP1; Q9HBX9; HEK293T-RXFP1 cAMP TR-FRET, 30 min; response scale: percent of porcine relaxin response, buffer zero; Potency, µM (highest dose often 57.5 µM), inactives show top-dose activation, most hits filed as activators; 370,000 compounds, 0.3% hits; AID 2676; also: potency is read from the fitted curve at half-maximal effect; % is scaled to controls: 0 for no effect and ±100 for the full control effect; nearly all actives have a fitted effect of over 60% in size; many of its hits are not listed in these tables
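HEK293 cells stably expressing RXFP1, treated 30 min at 37C with compounds plus PDE4 inhibitor Ro 20174; cAMP measured by HTRF TR-FRET. Normalized to buffer and 29 nM porcine relaxin; EC50 by Hill fit.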
D1 PAM: human D1 dopamine receptor positive modulation | P21728 | HEK293 TREx D1 cells, calcium flux, dopamine EC20 potentiation | potentiation, % at 10 µM | 360,000 compounds, 0.036% hits | AID 504651; in the data active = potentiation above about 30%; also: 0% is about no effect
Glioma ERSR ind: inducers of ER stress response in human glioma cells | Potency, µM, inactives show at the top dose activation, hits mostly activators | 420,000 compounds, 0.02% hits | AID 602332 | U87-MG GRP78 promoter luciferase reporter, 16 h; also: potency is read from the fitted curve at half-maximal effect; series mostly up to about 76 µM; % of control where 0% means no effect; nearly all actives have a fitted effect of over 35% in size
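Stably transfected U87-MG human glioma cells carrying a GRP78-based luminescent sensor were seeded at 1000 cells/well, pin-dosed with compounds and incubated 16 h. Luciferase reagent was then added, and end-point luminescence was read after 10 min at room temperature.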
* marks the source's active call; other numbers are inactive results; ? = inconclusive; . = not tested or not shown; & = joins results of further samples. Unless noted, calls follow the shape of the dose curve; as a rule, active = well fitted curve in the direction sought with a large enough effect; inconclusive = small, poorly fitted or top-dose-only effect, or another doubt; inactive = no such curve, though single readings can be large; an effect the other way counts as inactive or inconclusive.

SMILES	D1 antagonist	LDHA block	D1 agonist	Vif-APOBEC3F blk	D2 potentiator	Vif-A3G inh	RXFP1 ag	D1 PAM	Glioma ERSR ind
CC(C)(C)NC(=O)CN(C(=O)CS(=O)CC(=O)Nc1ccc(F)cc1)c1ccccc1 (stereo not drawn)	-5	-3	0	-14%	-9	0%	3.5%	-2	-5%
O=C(Nc1nc2c(s1)CCCC2)c1cccs1	-7	-11	-2	?	-5	2%	-1.0%	-4	-6%
CCC(CC)C(=O)Nc1cccc(C(=O)NC(C)(C)C)c1	2	-4	1	-5%	3	-3%	-0.8%	-3	1%
CCOc1cc(CNCCO)cc(Br)c1OCc1ccccc1Cl	24	0	68*	-8%	3	-15%	-0.6%	-3	-19%
CCCCn1c(N)c(N(CC(C)C)C(=O)CSc2nnc(C)n2-c2ccc(OC)cc2)c(=O)[nH]c1=O	7	-8	1	-11%	2	-3%	1.7%	-7	0%
Cc1cc(C)cc(NC(=O)CSc2cc(C(=O)c3nccn3C)c3ccccc3n2)c1	4	-3	4	2%	-4	0%	5.0%	0	-2%
CCC(=O)c1ccc(Oc2ccc(C(=O)c3ccc(C)cc3)cc2[N+](=O)[O-])cc1	-21	-8	4	0%	8	-4%	3.9%	0	0%
CC(NC(=O)COC(=O)c1ccc2c(=O)n3c(nc2c1)CCCCC3)c1ccc(F)cc1 (stereo not drawn)	.	-6	.	-8%	.	3%	.	.	-2%
CC(=O)CSc1nnc(Cc2ccc([N+](=O)[O-])cc2)o1	-27	-2	1	-1%	.	1%	-0.7%	-11	-5%
Cc1ccc(NC(=O)C2CC(=O)NC(Nc3cccc(C)c3)=N2)cc1 (stereo not drawn)	-11	-5	0	2%	-2	-1%	0.6%	0	-7%
Cc1ccccc1C(=O)NC1CCN(C(=O)N2CCOCC2)CC1	6	-4	-1	0%	36*	0%	0.7%	-1	1%
CSc1nc(=S)n(Cc2ccccc2)c(C)c1C(C)=O	-17	-10	6	-8%	-6	0%	-0.9%	-7	-2%
CS(=O)(=O)Nc1cccc(-c2cnc3ccccc3n2)c1	7	-4	0	20%	3	-11%	1.5%	0	1%
O=C1C=C(N2CCOCC2)C2(CCCCC2)O1	-18	-5	2	4%	12	0%	7.3%	0	-3%
COc1cc(S(=O)(=O)NC(C)C)ccc1Cl	5	-6	1	-23%	-8	-2%	1.9%	-2	-4%
CCn1c(SCC(=O)N2CCCC2)nnc1-c1ccco1	2	-4	1	-9%	0	-2%	3.5%	-3	1%
Cc1ccc(-c2csc3ncnc(N4CCc5ccccc5C4)c23)cc1	10	-3	3	8%	7	-3%	-0.8%	-1	-4%
CCN(CC(=O)Nc1ccc(OC)cc1)C(=O)c1ccc(OCc2c(C)noc2C)cc1	.	-2	.	-20%	.	-1%	.	.	-3%
C#CCOCCOCCOCCNc1nc(N2CCOCC2)nc(N2CCN(C(=O)[C@H]([C@@H](C)CC)n3cc([C@@H](N)CO)nn3)CC2)n1	-15	0	-3	2%	-2	1%	-0.6%	-2	-5%
CC(=O)c1cnc(Nc2nc(C)c3ccc(C)cc3n2)nc1C	-2	-10&13	2	0%	1	-4%	4.4%	-7	-7%
O=C(Nc1ccncc1)c1ccc(Cl)c(S(=O)(=O)N2CCc3ccccc32)c1	-27	3	17	4%	-5	-6%	0.1%	-9	-5%
O=c1[nH]c2ccccc2c(O)c1Cc1ccccc1	1	-7	3	8%	4	-1%	6.8%	8	-2%
OCCC1CN(Cc2cccs2)CCN1Cc1ccccc1 (stereo not drawn)	-2	-12	0	7%	-15	1%	-0.4%	-5	-2%
CC(=O)n1c(=O)oc2ccccc21	.	-2	.	2%	.	-9%	.	.	-6%
COC(=O)C1=C(C)NC(=O)NC1c1cc(Cl)ccc1OC (stereo not drawn)	-1	-8	1	4%	1	1%	-1.1%	5	2%

Profiles, quoted from the list:
CSc1nc(=S)n(Cc2ccccc2)c(C)c1C(C)=O is listed as D1 antagonist = -17; LDHA block = -10; D1 agonist = 6; Vif-APOBEC3F blk = -8%; D2 potentiator = -6; Vif-A3G inh = 0%; RXFP1 ag = -0.9%; D1 PAM = -7; Glioma ERSR ind = -2%
CC(=O)c1cnc(Nc2nc(C)c3ccc(C)cc3n2)nc1C is listed as D1 antagonist = -2; LDHA block = -10&13; D1 agonist = 2; Vif-APOBEC3F blk = 0%; D2 potentiator = 1; Vif-A3G inh = -4%; RXFP1 ag = 4.4%; D1 PAM = -7; Glioma ERSR ind = -7%

Carrying on.
SMILES	D1 antagonist	LDHA block	D1 agonist	Vif-APOBEC3F blk	D2 potentiator	Vif-A3G inh	RXFP1 ag	D1 PAM	Glioma ERSR ind
O=C(O)C(O)C(O)c1nc2ccccc2[nH]1 (stereo not drawn)	4	-6	-2	10%	-3	1%	1.0%	-2	8%
O=c1c(N2CCN(c3cccc(Cl)c3)CC2)csc2ccc(Cl)cc12	-19	2	9	-6%	-12	3%	-1.5%	-6	-4%
Cc1cccc(NC(=O)CN2C(=O)/C(=C3\SC(=S)N(CC4CCCO4)C3=O)c3ccccc32)c1 (stereo not drawn)	4	-1	2	-3%	-7	2%	-1.2%	-11	-5%
Cc1ccc(CNC(=O)CN(c2cccc([N+](=O)[O-])c2)S(C)(=O)=O)cc1	-35*	-15	-1	-5%	-5	0%	-2.6%	-3	-3%
CCCN1C2=NS(=O)(=O)CCN2c2ccccc21	-3	1	2	1%	13	-1%	-3.3%	1	-5%
Cn1c(/C=C/c2ccc(Cl)cc2)c([N+](=O)[O-])c(=O)n(C)c1=O	-19	-6	1	-1%	-12	-16%	2.5%	-4	-12%
Cc1ccc(N2CCN(C(=O)c3ccccc3NC(=O)/C=C\C(=O)O)CC2)cc1	-15	8	1	0%	-4	-6%	-2.3%	-6	-2%
COC(=O)CCC/C=C1\SC[C@@H](NC(=O)c2ccccc2)C1NC(C)=O (stereo partly drawn)	11	-2	2	3%	6	-11%	0.1%	3	-2%
Cc1cc(C(=O)N/N=C/c2ccc(-c3ccccc3Cl)o2)n[nH]1	-4	-8	-2	-20%	-18	-23%	-0.3%	-6	1%
Cc1ccc(Oc2nc(-c3ccccc3)ncc2S(=O)(=O)c2ccc(C)cc2)cc1	-10	-2	4	-1%	2	1%	1.3%	-5	-1%
CCOC(=O)Cn1c(-c2nonc2NC(=O)c2ccccc2F)nc2ccccc21	10	10	2	?	-4	-2%	-0.7%	-8	-4%
CCOC(=O)c1cc(C)sc1NC(=O)CSc1nnnn1C	5	-2	2	-10%	3	2%	2.1%	4	-3%
CC(=O)c1ccc2c(c1)Cc1cc(C(C)=O)ccc1-2	17	-3	0	4%	-2	1%	0.3%	1	5%
CN(Cc1ccccc1)C(=O)CCn1c(=O)c2cccn2c2cccnc21	6	-17	1	6%	.	1%	2.9%	6	-5%
Cc1cc(NCCCn2ccnc2)n2nc(-c3ccc(F)cc3)cc2n1	-3	-5	1	1%	3	0%	1.6%	-1	3%
CC1CN(S(=O)(=O)c2cccc(C(=O)OC(C)C(=O)NC3CCCCC3C)c2)CC(C)O1 (stereo not drawn)	15	-9	5	-1%	-7	2%	-2.3%	-1	-3%
O=C(NCCCN1CCCC1=O)c1cccc(N2CCCC2=O)c1	0	-9	2	.	.	-2%	-0.2%	1	-5%
N#Cc1cnc(SCC(=O)c2ccccc2)nc1N	6	0	3	6%	1	1%	1.0%	-3	1%
COc1ccc(NS(=O)(=O)c2cc(NC(=O)c3ccc(=O)[nH]n3)ccc2C)cc1	1	-13	0	-26%	-9	?	0.6%	-4	-2%
Cc1ccc(C2C3=C(CCCC3=O)N=C3c4ccccc4C(=O)C32)cc1 (stereo not drawn)	3	6	0	2%	-9	0%	3.8%	-3	-4%
Cc1csc(SCC(=O)NCc2cccs2)n1	13	-8	5	-2%	10	-1%	3.0%	-1	-1%
CCOC(=O)C(=O)NCC(c1cccs1)S(=O)(=O)c1ccc(Cl)cc1 (stereo not drawn)	-4	-8	1	5%	8	-1%	-1.5%	-3	-4%
Cc1cc2ccccc2c(=O)[nH]1	16	1	0	3%	-4	0%	-0.9%	-3	-1%
CCOc1cc(/C=C2\N=C(SC(C)C(N)=O)N(c3ccc(OC(F)F)cc3)C2=O)ccc1O (stereo not drawn)	14	1	47*	?	0	?	-0.8%	-6	-7%
Cc1cccc(Cn2c(=O)n(CCCC(=O)NCc3ccccc3Cl)c(=O)c3ccccc32)c1	0	-7	16	-15%	3	-7%	0.4%	0	-3%
Following part.
SMILES	D1 antagonist	LDHA block	D1 agonist	Vif-APOBEC3F blk	D2 potentiator	Vif-A3G inh	RXFP1 ag	D1 PAM	Glioma ERSR ind
CCOc1ccc2nc(/N=C/c3c(C)[nH]n(-c4ccccc4)c3=O)sc2c1	3	-2	0	14%	-8	-7%	0.2%	-3	2%
COc1ccc(C(C(=O)NC2CCCC2)N(C(=O)c2ccoc2C)c2ccc(C)cc2)cc1 (stereo not drawn)	15	-14	7	-13%	-4	1%	1.8%	-11	-5%
CC(C)NC(=O)c1nn(C)c2c1CS(=O)(=O)c1ccccc1-2	2	-2	4	1%	5	2%	5.0%	2	-3%
CCOC(=O)c1cc2c(=O)n3ccccc3nc2n(CCCOC)c1=NC(=O)c1cccnc1	29	.	1	.	5	.	0.7%	-3	.
CC(=O)N1c2c(cc(Br)cc2S(=O)(=O)N2CCN(c3cc(C)ccc3C)CC2)CC1C (stereo not drawn)	-3	-8	3	-12%	.	1%	-4.4%	1	-3%
O=C(CSc1nc(-c2ccc(F)cc2)cs1)N1CCc2ccccc21	23	-8	4	-6%	-3	5%	2.1%	2	-7%
O=[N+]([O-])c1ccc(S(=O)(=O)Nc2ccncc2)cc1	10	-3	0	-14%	7	-4%	0.0%	3	-3%
COc1ccccc1-n1cc2ccc([N+](=O)[O-])cc2n1	.	-5	.	10%	.	3%	.	.	3%
CCOC(=O)[C@H]1[C@H]2COc3ccc(C)cc3[C@@H]2N2C(=O)[C@@H](CO)NC(=O)[C@@]12C	-17	-4	1	6%	9	-2%	-0.4%	-6	-3%
Cc1ccc(/C=C/C(=O)O)cc1S(=O)(=O)Nc1ccc(C(=O)O)cc1	-1	-3	1	-1%	2	1%	1.3%	-2	1%

A portion of the library. The share of hits here may be higher or lower than overall.
